# KOR beta-arrestin-1 = KOR agonists, beta-arrestin recruitment, primary screen, cell-based, luminescence, uHTS (AID 1777); 0.02% of 280,000 active; activation, % at 10 µM, or EC50 in µM where a hit was titrated; KOR beta-arrestin recruitment, luminescence; higher % means a stronger effect; in the data active means activation above about 50%, passing the limit was not always enough; further: a part of the inactive calls stands beside numbers as strong as those of hits
# GPR35 arrestin U2OS = inhibition of zaprinast-stimulated GPR35 beta-arrestin translocation – imaging, U2OS, beta-arrestin-GFP, zaprinast agonist, primary screen (AID 2058); U2OS GPR35 beta-arrestin-GFP translocation imaging, zaprinast antagonism; higher % means a stronger effect; one-dose inhibition, % at 10 µM; IC50 in µM for titrated hits; 0.052% of 290,000 active;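 active means inhibition of at least 50% with at least 30 cells and total cytoplasm GFP at most 10,000,000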
# Rac1 GTP hydrolysis = MgcRacGAP GTPase-activating activity inhibitors, confirmation, biochemical, ADP Hunter fluorescence. AID 624330. MgcRacGAP-stimulated Rac1 GTP hydrolysis, ADP Hunter fluorescence; higher % means a stronger effect; GST-tagged Rac1 F28L mutant substrate. 0.6% of 340,000 active. inhibition, % at 30 µM; hits with a dose series show IC50 in µM;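 active means first-screen hits whose inhibition reached a set limit at any dose in the follow-up dose series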;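 further: fluorescence reports GDP produced by GAP-driven GTP hydrolysis; strong numbers were not always called active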
# K1F lysis inhibition = inhibition of K1F phage lysis, E. coli UTI89, bacterial capsule biogenesis inhibitors, alamar blue (AID 488966); inhibition, % at 100 µM; hits with a dose series show IC50 in µM; E. coli UTI89 K1F phage lysis, alamar blue, 2 h; higher % means a stronger effect; 0.02% of 340,000 active;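 active means phage lysis inhibition, versus mean bacterial control, above a set limit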;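 further: capsule biogenesis inhibitors block K1F phage lysis so surviving cells raise fluorescence; higher fluorescence means more inhibition of phage lysis; actives were called in the ten point dose series up to 300 µM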
# GPR55 LPI antagonism = GPR55 antagonists blocking LPI-driven arrestin recruitment, primary screen, imaging, U2OS, beta-arrestin-GFP, LPI agonist (AID 2013); U2OS GPR55 beta-arrestin-GFP translocation imaging, LPI antagonism; higher % means a stronger effect; one-dose inhibition, % at 10 µM; IC50 in µM for titrated hits; 0.13% of 290,000 active;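 active means spots per cell inhibited over 60%, with over 100 cells counted and total cytoplasm intensity under 500,000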;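 further: U2OS cells stably carrying GPR55 and arrestin-GFP stimulated by 5 µM LPI near EC80; imaged beta-arrestin-GFP aggregate spots per cell after agonist stimulation; plate controls were LPI-stimulated DMSO wells for no effect and DMSO wells without LPI for full effect; some results filed as inactive read as strong as hits; confirmed hits need IC50 under 10 µM and bright autofluorescent wells are also inconclusive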
# GPR55 beta-arrestin = selective activators of receptor GPR55 – imaging, U2OS cells, beta-arrestin-GFP redistribution, primary screen (AID 1961); U2OS GPR55 beta-arrestin-GFP redistribution imaging; higher % means a stronger effect; activation, % at 10 µM; hits with a dose series show EC50 in µM; 0.048% of 290,000 active;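 active means activation above 40% with more than 50 cells counted in the well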;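 further: U2OS osteosarcoma cells stably expressing GPR55 and beta-arrestin-GFP; plate controls were DMSO negative control for no effect and LPI positive control for full effect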
# NOD1 NF-kB reporter = NOD1 signaling inhibitors, primary screen, cell-based, luminescence, uHTS (AID 1578). NOD1-driven NF-kB luciferase reporter cells, luminescence; higher % means a stronger effect. one-dose inhibition, % at 4 µM; EC50 in µM for titrated hits. 1% of 290,000 active; in the data active means inhibition mostly above about 36%, no sharp cut-off; inactive means mostly below about 34%;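 further: HEK-293T reporter cells stimulated with the NOD1 agonist gamma-tri-DAP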
# KOR beta-arrestin-2 = KOR antagonists, beta-arrestin recruitment, cell-based, luminescence, uHTS (AID 1778). 0.091% of 290,000 active. KOR beta-arrestin recruitment, luminescence, antagonist mode; higher % means a stronger effect. inhibition, % at 10 µM; hits with a dose series show IC50 in µM; in the data active means inhibition above about 50%; further: strong numbers were not always called active
# NTR1 agonist = agonists of NTR1, primary screen, imaging, U2OS cells, beta-arrestin-GFP, high content (AID 493036) | P30989 | NTR1-U2OS beta-arrestin-GFP spot imaging, agonist mode | activation, % at 20 µM | 0.17% of 330,000 active;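 active means activation at or above 40% of the spot to cytoplasm intensity ratio, with at least 20 cells analyzed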;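 further: 0% = DMSO without peptide and 100% = 100 nM NTR1 peptide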
# Target sequence (P30989 whole entry, looked up): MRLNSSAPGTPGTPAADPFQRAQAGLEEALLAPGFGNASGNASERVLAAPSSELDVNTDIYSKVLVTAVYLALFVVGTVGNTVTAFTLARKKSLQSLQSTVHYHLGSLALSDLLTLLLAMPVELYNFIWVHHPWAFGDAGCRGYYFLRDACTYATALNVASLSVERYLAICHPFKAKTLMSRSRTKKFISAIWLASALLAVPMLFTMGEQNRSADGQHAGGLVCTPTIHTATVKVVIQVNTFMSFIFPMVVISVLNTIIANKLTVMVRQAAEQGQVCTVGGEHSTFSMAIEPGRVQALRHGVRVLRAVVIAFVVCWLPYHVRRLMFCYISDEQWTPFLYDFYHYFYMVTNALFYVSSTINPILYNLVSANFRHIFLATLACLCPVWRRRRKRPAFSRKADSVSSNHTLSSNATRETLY
# NTR1 agonist cell count 20 µM = recorded beside NTR1 agonist, whose call it bears; cell count; measured here: cell count, cytotoxicity flag
# Active calls of the source: *; · = no result given; [ ] = dose if it differs, or a comment. The list is partial. The share of hits here may be higher or lower than overall.
SMILES,KOR beta-arrestin-1,GPR35 arrestin U2OS,Rac1 GTP hydrolysis,K1F lysis inhibition,GPR55 LPI antagonism,GPR55 beta-arrestin,NOD1 NF-kB reporter,KOR beta-arrestin-2,NTR1 agonist,NTR1 agonist cell count 20 µM
O=C(Nc1cc(Cl)cc(Cl)c1)c1cnn2cccnc12,1.2%,-1%,0%,-0.3%,15%,0.2%,-111%,-31%,2.0,85
O=C(CNc1cccc2ccccc12)N/N=C/c1ccccn1,2.4%,-6%,·,·,0%,-0.3%,-12%,11%,1.8,53
N#Cc1cccc(-c2cn(S(=O)(=O)c3ccc(Cl)cc3)nc2N)c1,1.9%,-5%,11%,7.6%,-5%,-0.1%,-29%,7%,0.1,54
COc1cc(/C=N/N2C(=O)c3ccccc3NC2(C)c2cccc([N+](=O)[O-])c2)cc(Br)c1O (stereo not drawn),-1.6%,-4%,17%,0.7%,30%,0.2%,-16%,-3%,7.2,37
COc1ccc(NC(=O)C2C3C=CC4(O3)C2C(=O)N(CCCN2CCCCC2)C4C(=O)NC2CCCC(C)C2C)cc1 (stereo not drawn),3.3%,7%,-4%,-0.4%,-11%,-0.2%,-17%,-21%,-0.6,55
CCOc1ccc(N=C2Sc3nc4ccc(C)cc4cc3CN2CCOC)cc1,1.0%,-7%,9%,0.3%,2%,-0.6%,-23%,-30%,2.8,38
CC(=O)CCc1oc2ccc(C)cc2c1Cc1ccccc1,5.6%,-2%,7%,-1.7%[50 µM],-8%,0.0%,-7%,-25%,4.8,90
Cc1ccc(NC(=O)c2cc(-c3ccccc3O)n[nH]2)cc1Cl,-5.8%,-11%,5%,1.1%[50 µM],-1%,0.0%,-4%,-17%,-1.3,79
COc1ccc(NC(=O)C2=CC(c3ccc(C)cc3)=NS(=O)(=O)N2C)cc1,3.3%,-12%,0%,1.6%,8%,-0.1%,46%,-22%[20 µM],2.5,87
COc1ccc(C(=O)N[C@H](C(=O)Nc2nc3c(s2)CCCC3)C(C)C)cc1,-2.3%,0%,16%,3.5%,-4%,0.5%,-13%,·,-3.0,79
COC(=O)Cc1ccc(NC(=S)N2CCCC(CO)C2)cc1 (stereo not drawn),-1.5%,12%,3%,0.4%,-1%,-0.2%,-9%,8%,2.2,53
COc1cc(C)ccc1OCCON1C(=O)CCC1=O,-0.5%,-9%,3%,0.8%,-18%,0.5%,-23%,-40%[20 µM],3.4,52
COc1cccc(N(C(=O)c2snc(C(N)=O)c2N)C(C(=O)NCC2CCCO2)c2ccc(F)cc2)c1 (stereo not drawn),0.1%,1%,8%,-0.3%,-3%,0.2%,-12%,2%,0.9,64
O=C(O)C(Cc1ccc(F)cc1)c1ccccc1 (stereo not drawn),1.5%,8%,3%,0.4%,-3%,-0.1%,-18%,-30%[20 µM],0.7,58
CNC(=O)COc1ccc(S(=O)(=O)N2CCCC2)cc1,-6.3%,7%,6%,1.5%,7%,-0.1%,-3%,-26%,-0.2,61
O=C(N/N=C/c1ccc(F)cc1)c1cccc(NC(=O)c2ccc(F)cc2)c1,3.6%,19%,-4%,-0.1%,-16%,0.3%,-44%,-47%,2.6,40
O=C(CN1CCN(c2ccccn2)CC1)N(c1ccccc1)c1ccc2ccccc2c1,6.8%,-2%,2%,-0.4%,2%,-1.0%,11%,2%,1.5,56
O=C(c1ccc(Cn2c(=S)[nH]c3ccc(N4CCOCC4)cc3c2=O)cc1)N1CCC(N2CCCCC2)CC1,-5.5%,-8%,16%,0.3%,2%,0.2%,-19%,5%,0.6,54
Oc1ccccc1-c1cncn1Cc1ccccc1,-3.3%,11%,3%,0.2%,14%,-0.1%,0%,16%,-0.5,67
Cn1c(C(=O)O)cnc1Sc1ncc(C(F)(F)F)cc1Cl,26%,1%,10%,0.4%,1%,-0.5%,-23%,-2%,0.5,64
Cc1ccc(NC(=O)c2cc([N+](=O)[O-])ccc2NCc2cccnc2)cc1,6.0%,4%,10%,0.2%,24%,-0.1%,-32%,6%,4.0,93
CN(Cc1ccc(-n2cccn2)cc1)C(=O)c1cnn2c1NC(c1ccco1)CC2C(F)(F)F (stereo not drawn),-0.5%,-4%,4%,-0.4%,10%,-0.2%,11%,-19%,·,·
CCN1CCN(C(=O)c2cc(COc3ccc(F)cc3F)on2)[C@@H](C)C1=O,3.1%,18%,10%,0.0%,-7%,0.2%,5%,-29%,1.0,63
Brc1cccc(-c2cnc3n2CCCCC3)c1,-3.0%,5%,-1%,0.6%,-19%,-0.1%,33%,-29%,2.0,64
COC(=O)c1ccccc1NC(=O)C1CCCN(S(=O)(=O)c2ccccc2)C1 (stereo not drawn),0.1%,-4%,4%,3.8%,16%,0.0%,29%,34%,0.9,72

# In the list so far, these contain a Cl atom:
SMILES,KOR beta-arrestin-1,GPR35 arrestin U2OS,Rac1 GTP hydrolysis,K1F lysis inhibition,GPR55 LPI antagonism,GPR55 beta-arrestin,NOD1 NF-kB reporter,KOR beta-arrestin-2,NTR1 agonist,NTR1 agonist cell count 20 µM
O=C(Nc1cc(Cl)cc(Cl)c1)c1cnn2cccnc12,1.2%,-1%,0%,-0.3%,15%,0.2%,-111%,-31%,2.0,85
N#Cc1cccc(-c2cn(S(=O)(=O)c3ccc(Cl)cc3)nc2N)c1,1.9%,-5%,11%,7.6%,-5%,-0.1%,-29%,7%,0.1,54
Cc1ccc(NC(=O)c2cc(-c3ccccc3O)n[nH]2)cc1Cl,-5.8%,-11%,5%,1.1%[50 µM],-1%,0.0%,-4%,-17%,-1.3,79
Cn1c(C(=O)O)cnc1Sc1ncc(C(F)(F)F)cc1Cl,26%,1%,10%,0.4%,1%,-0.5%,-23%,-2%,0.5,64

# 2 entries from above, as tab-separated lines.
Compound	KOR beta-arrestin-1	GPR35 arrestin U2OS	Rac1 GTP hydrolysis	K1F lysis inhibition	GPR55 LPI antagonism	GPR55 beta-arrestin	NOD1 NF-kB reporter	KOR beta-arrestin-2	NTR1 agonist	NTR1 agonist cell count 20 µM
COC(=O)c1ccccc1NC(=O)C1CCCN(S(=O)(=O)c2ccccc2)C1 (stereo not drawn)	0.1%	-4%	4%	3.8%	16%	0.0%	29%	34%	0.9	72
CN(Cc1ccc(-n2cccn2)cc1)C(=O)c1cnn2c1NC(c1ccco1)CC2C(F)(F)F (stereo not drawn)	-0.5%	-4%	4%	-0.4%	10%	-0.2%	11%	-19%	·	·

# (listing goes on)
SMILES,KOR beta-arrestin-1,GPR35 arrestin U2OS,Rac1 GTP hydrolysis,K1F lysis inhibition,GPR55 LPI antagonism,GPR55 beta-arrestin,NOD1 NF-kB reporter,KOR beta-arrestin-2,NTR1 agonist,NTR1 agonist cell count 20 µM
COc1ccc(-n2c(/C=C(\C)O)nc(=O)c3c(C)cc(C)nc32)cc1,4.5%,5%,-1%,-3.9%,-8%,0.2%,-5%,1%,6.9,70
Cn1c(C23CC4CC(CC(C4)C2)C3)n[nH]c1=S,0.1%,-13%,11%,0.6%[50 µM],16%,0.5%,-17%,-9%,-0.5,63
O=C(CSc1cccc[n+]1[O-])NN(c1ccccc1)c1ccccc1,1.7%,7%,-11%,0.0%,4%,-0.1%,-9%,27%,1.4,67
COc1ccc(OC)c(CNC(=O)Cc2c(C(=O)O)[nH]c3ccc(Cl)cc23)c1,-0.4%,-6%,2%,-0.1%,7%,0.5%,-25%,-13%,1.6,56
COc1ccc(N(Cc2cc(=O)[nH]c3ccccc23)C(=O)CCl)cc1,0.5%,-4%,3%,0.0%,-11%,-0.1%,·,-15%[20 µM],2.3,58
O=C(CSc1cn(CCNC(=O)c2ccc3ccccc3c2)c2ccccc12)NCc1ccco1,-1.8%,10%,11%,-2.2%,9%,-0.3%,29%,-16%,4.0,96
Cc1cc(=O)[nH]c(N/N=C/c2cccc(Br)c2)n1,-3.8%,-2%,9%,-0.1%,-19%,0.1%,-28%,-44%[20 µM],1.5,61
O=C(/C=C/c1ccc(F)cc1)NC(=S)Nc1ccccc1C(=O)NC1CCCCC1,2.3%,-1%,-1%,0.7%,-22%,-0.1%,12%,-23%,0.5,39
O=C(N/N=C/c1ccc(Br)s1)c1ccc([N+](=O)[O-])cc1,-3.2%,-6%,5%,0.7%,-5%,-0.5%,-9%,-13%,2.8,65
CCOC(=O)c1cnc2ccc(C(=O)OC)cc2c1NCCN1CCOCC1,2.5%,-18%,13%,0.0%,3%,0.2%,11%,10%,2.5,40
COc1ccc(CCNC(=O)CC(=O)N/N=C/c2ccc(C(=O)O)cc2)cc1OC,-6.4%,-5%,8%,0.5%,10%,-0.1%,5%,2%[20 µM],-0.8,58
O=[N+]([O-])c1cc(Cc2ccccc2)cc(C=Nc2ccc(N3CCOCC3)cc2)c1O,-1.3%,-40%,28%,-7.0%,-5%,-0.1%,34%,-3%,·,·
COc1cc(NC(=O)c2cc3ccccc3o2)ccc1NC(=O)c1ccco1,-2.8%,-1%,4%,0.7%,8%,0.1%,-25%,-33%,2.1,61
CCOc1ccc(CNC(=O)c2cc3oc4ccccc4c3n2C)cc1,13%,-4%,8%,0.5%,-15%,-0.1%,24%,-88%,0.1,88
COCCN(C(=O)Nc1ccccc1)C(C)c1cccnc1 (stereo not drawn),3.3%,20%,4%,-1.5%,2%,0.3%,-7%,14%,-0.1,75
O=c1c2c(nc3cc(-c4cccc(Cl)c4)[nH]n13)CCC2,-3.5%,-4%,-15%,-0.6%,15%,0.4%,-11%,24%,0.9,87
O=C(O)C1=C[C@H](c2coc3ccccc3c2=O)C[C@H](OCc2ccc(CO)cc2)O1,-2.8%,-18%,-19%,-1.1%,9%,0.9%,20%,-23%,0.6,49
COc1ccc(CNC(=O)CN(Cc2ccco2)C(=O)CNS(=O)(=O)c2ccccc2)cc1,2.4%,-3%,-5%,-0.2%,1%,-0.2%,-18%,0%,2.4,47
Cc1ccc(CNS(=O)(=O)c2cc3c4c(c2)C(C)C(=O)N4CCC3)cc1 (stereo not drawn),-5.7%,7%,17%,0.4%,4%,-0.1%,-1%,-1%,1.7,68
Cc1nn(-c2ccccc2)c(Cl)c1/C=N/O,0.9%,2%,9%,0.1%,-3%,0.1%,-25%,8%,1.4,81
O=C(NCc1cccs1)C1CCCN1C(=O)Nc1ccc(F)cc1 (stereo not drawn),-2.2%,7%,10%,0.1%,-1%,-1.5%,10%,43%,-0.1,63
CCOC(=O)C1(Cc2cccc(OC)c2)CCN(Cc2ccon2)CC1,0.0%,-9%,-17%,1.2%[50 µM],2%,-0.1%,-4%,18%,-0.7,58
O=C(CNc1ccc(Cl)cc1)NNC(=S)NCc1ccccc1,-3.6%,-7%,8%,-0.4%,-9%,-0.2%,-4%,-9%[20 µM],1.1,59
Cc1cccc(N(C)C(=O)c2cc(S(=O)(=O)N3CCc4ccccc43)cn2C)c1,4.1%,0%,-4%,-1.0%,9%,-0.1%,47%,-33%[20 µM],2.4,85

# High-throughput results (PubChem BioAssay)
